EPAC1 agonist – EPAC1 (human) agonism; EPAC1 agonist qHTS, biochemical assay; response scale: 100% = response to 6.5 mM cAMP; 360,000 tested, 0.073% active; Potency, µM (titrated, usually from 154 µM), for the others: top-dose activation, actives largely listed as activators; O95398; also: potency is read from the fitted curve at half-maximal effect; nearly all actives have a fitted effect of over 60% in size
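Nucleotide exchange by EPAC1 (100 nM) on Rap1B–BODIPY-GDP (250 nM) in the presence of 50 uM GDP is tracked fluorescently at 480/540 nm over 30 min. Signals are normalized to a 6.5 mM cAMP control.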
WRN helicase inh – WRN helicase (human) inhibition; 360,000 tested, 0.46% active; Q14191; Potency, µM (highest dose often 114 µM), without a hit: at the top dose activity change, negative = inhibition, usual class: inhibitors; WRN helicase unwinding, fluorescent forked duplex, kinetic; also: potency is read from the fitted curve at half-maximal effect; % is scaled to controls: 0 for no effect and ±100 for the full control effect; nearly all actives have a fitted effect of over 55% in size
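Screening of the MLSMR collection measured strand separation of a quenched forked DNA duplex (100 nM) by 20 nM WRN with 2 mM ATP, all final. Compounds were preincubated with enzyme 15 min at room temperature.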
Abeta rescue – restores growth of yeast expressing A-beta42 peptide. yeast expressing A-beta42, growth rescue, OD600, 48 h; response scale: 0% DMSO, 100% iron-clioquinol control. 410,000 tested, 0.063% active. Potency, µM (doses to about 46.1 µM), for inactives: at the top dose growth rescue, most hits filed as activators; also: potency is read from the fitted curve at half-maximal effect; nearly all actives have a fitted effect of over 55% in size
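Yeast growth medium received pinned compounds, then yeast cells expressing toxic A-beta were added; plates incubated at 30 C for 48 hr. Growth read as absorbance at 600 nm, normalized to DMSO and equimolar FeCl3 plus clioquinol controls.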
EPAC1 antagonist – antagonists of human EPAC1; O95398; EPAC1 GEF assay, Rap1b-BODIPY-GDP exchange fluorescence; Potency, µM (titrated, usually from 115 µM), inactives show at the highest dose activity change, negative = inhibition, usual class: inhibitors; 360,000 tested, 0.14% active; AID 720709;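 also: potency is read from the fitted curve at half-maximal effect; plate controls were vehicle for no effect and positive control for full effect; nearly all actives have a fitted effect of over 50% in size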
IL-2 act – IL-2 activation; IL-2 activation reporter assay, cell-based qHTS; stimulated with anti-CD3/CD4/CD28 beads; in transgenic mouse T cells; activation, % (series mostly up to about 46 µM); 360,000 tested, 0.065% active; AID 652025; in the data active = activation above about 50%; inconclusive = mostly about 30% to 49%; also: 0% is about no effect
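Screening format: compound pinned onto unstimulated transgenic mouse T cells, 60 min incubation, then anti-CD3/anti-CD4/anti-CD28 bead stimulation for 18 hours at 37 degrees C, followed by EGFP and DsRed detection.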
FUS suppressor – rescues growth of FUS-expressing yeast; S. cerevisiae FUS-expressing, growth rescue, OD600, 24 h; Potency, µM (top dose mostly 76.6 µM), for inactives: at the highest dose growth rescue (activation), actives largely listed as activators; 390,000 tested, 0.24% active; AID 1347120;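 also: potency is read from the fitted curve at half-maximal effect; plate controls were DMSO vehicle for no effect and reference control for full effect; nearly all actives have a fitted effect of over 55% in size; some results filed as inactive show a strong effect at the top dose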
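Steps: raffinose overnight preculture; dilution to OD 0.005 in 2% galactose minimal medium; compound addition (concentration series); 24hr at 30C, 99% humidity; absorbance read at 600 nm.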
PI5P4Ka inh – blocks human PI5P4K alpha kinase activity | P48426 | max response, % | AID 652105 | PI5P4Kalpha enzyme, ADP-Glo luminescence, 60 min; hits give low values | 330,000 tested, 1.2% active; active = max response of -50% or lower; inconclusive = between -30% and -50%; inactive = -30% or higher; also: value at the top dose of about 77 µM; % is scaled to controls: 0 for no effect and ±100 for the full control effect
Target sequence (P48426 whole entry, looked up): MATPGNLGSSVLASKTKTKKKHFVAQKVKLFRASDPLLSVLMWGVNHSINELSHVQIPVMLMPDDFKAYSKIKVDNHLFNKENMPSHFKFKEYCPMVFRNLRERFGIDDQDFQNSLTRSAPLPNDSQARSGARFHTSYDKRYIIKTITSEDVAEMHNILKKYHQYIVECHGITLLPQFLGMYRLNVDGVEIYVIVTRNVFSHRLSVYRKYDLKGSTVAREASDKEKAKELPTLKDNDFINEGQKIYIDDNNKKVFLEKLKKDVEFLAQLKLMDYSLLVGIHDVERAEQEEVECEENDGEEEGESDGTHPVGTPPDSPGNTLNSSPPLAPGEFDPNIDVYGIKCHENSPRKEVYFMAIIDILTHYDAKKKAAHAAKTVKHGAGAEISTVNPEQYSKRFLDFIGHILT
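Human PI5P4Kalpha with substrate in 0.038 M HEPES pH 7.4, 0.28 mM EGTA, 0.1% CHAPS, 5% DMSO; reaction started with 5 microM ATP (final), 60 min at room temperature. ADP formed read by ADP-Glo luminescence.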
PLK1 PBD block – inhibitors of human PLK1 polo-box domain binding. Plk1 PBD binding of FITC phosphopeptide, fluorescence polarization. Potency, µM, for the others: max response, negative = inhibition, hits mostly inhibitors. 360,000 tested, 2.8% active. AID 720504; also: potency is read from the fitted curve at half-maximal effect; series mostly up to about 57 µM; % is scaled to controls: 0 for no effect and ±100 for the full control effect; nearly all actives have a fitted effect of over 65% in size
Target sequence (P53350 whole entry, looked up, the tested form may be a part): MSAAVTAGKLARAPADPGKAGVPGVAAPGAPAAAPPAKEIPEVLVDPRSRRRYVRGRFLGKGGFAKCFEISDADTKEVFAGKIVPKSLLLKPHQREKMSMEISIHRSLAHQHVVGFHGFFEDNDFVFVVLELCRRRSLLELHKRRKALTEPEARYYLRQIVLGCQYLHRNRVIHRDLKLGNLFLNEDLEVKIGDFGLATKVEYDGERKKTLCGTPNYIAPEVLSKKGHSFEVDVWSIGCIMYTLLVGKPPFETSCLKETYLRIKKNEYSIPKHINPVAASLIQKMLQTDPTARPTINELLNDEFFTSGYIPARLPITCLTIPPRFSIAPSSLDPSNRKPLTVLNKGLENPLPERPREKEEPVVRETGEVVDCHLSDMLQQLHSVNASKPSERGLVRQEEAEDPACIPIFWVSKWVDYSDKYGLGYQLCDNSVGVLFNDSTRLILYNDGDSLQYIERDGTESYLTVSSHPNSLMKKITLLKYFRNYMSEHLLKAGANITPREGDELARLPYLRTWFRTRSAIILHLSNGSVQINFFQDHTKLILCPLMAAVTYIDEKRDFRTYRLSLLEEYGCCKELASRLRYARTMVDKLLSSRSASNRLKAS
aSyn yeast inh – alpha-synuclein toxicity inhibition in yeast; Yeast expressing alpha-synuclein, growth rescue, BacTiter-Glo, 24 h; Potency, µM (doses to about 46.1 µM), for the others: top-dose growth rescue (activation), usual class: activators; 370,000 tested, 0.14% active; AID 652106; also: potency is read from the fitted curve at half-maximal effect; % of control where 0% means no effect; nearly all actives have a fitted effect of over 65% in size
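Rescue of yeast growth: cells expressing toxic alpha-synuclein, induced in galactose at OD600 0.02, incubated with compound 24 h at 30 C. ATP luminescence quantified growth; inhibitors of toxicity appear as activators.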
Active calls of the source: *; ? = inconclusive; · = no result given; [ ] = dose if it differs, or a comment. Unless noted, calls follow the shape of the dose curve; as a rule, active = well fitted curve in the direction sought with a large enough effect; inconclusive = small, poorly fitted or top-dose-only effect, or another doubt; inactive = no such curve, though single readings can be large; an effect the other way counts as inactive or inconclusive. The order is random; 4.1% or so of the library scored in one or more.

molecule	EPAC1 antagonist	Abeta rescue	IL-2 act	PLK1 PBD block	PI5P4Ka inh	FUS suppressor	WRN helicase inh	aSyn yeast inh	EPAC1 agonist
Cc1cnc(C(=O)OCC(=O)N2c3ccccc3CC2C)cn1 (configuration not stated)	-2%	1%	-1.0	-15%	-7	11%	0%	2%	6%
CCN(CC)C(=O)Cn1cc(S(=O)(=O)CC(=O)Nc2cccc(NC(C)=O)c2)c2ccccc21	-2%	-7%	-3.8	-11%	-6	-14%	10%	-9%	3%
OC[C@@H]1CN(Cc2ccc(-c3ccccc3)cc2)C[C@H](n2cnc3c(NCc4ccco4)ncnc32)O1	-8%	?	-0.8	-4%	4	?	-7%	5%	-2%
CCN(C(=O)CSc1nnc(SC)s1)c1c(N)n(Cc2ccccc2)c(=O)[nH]c1=O	6%	10%	1.1	6%	1	-19%	-7%	4%	-12%
C=CCNC(=O)C(=O)N/N=C/c1ccco1	-1%	18%	-0.4	-5%	-4	-11%	-1%	0%	7%
COc1cc(/C=C/CO)ccc1O[C@@H]1O[C@H](CO)[C@@H](O)[C@H](O)[C@H]1O	7%	-15%	0.0	0%	2	0%	6%	0%	-17%
COc1ccc(CCN2C(=O)/C(=C\c3ccco3)SC2=S)cc1OC	-2%	14%	-1.0	-11%	-2	20%	1%	1%	16%
COC(=O)CCCN=C1SCCN1Cc1ccccc1	3%	2%	-0.6	-6%	1	6%	8%	0%	7%
Cc1ccc(CCNC(=O)C2CCCN(S(=O)(=O)c3cnc[nH]3)C2)cc1 (configuration not stated)	-3%	-6%	0.6	-10%	0	-7%	1%	1%	-2%
CC(C)N1C(=O)C(O)(C2COC(C)(C)CC2=O)c2ccccc21 (configuration not stated)	-6%	-4%	0.4	-13%	5	-4%	-4%	-4%	11%
CCOC(=O)C1CCCN(C(=O)c2ccc(Cl)c(S(=O)(=O)N3CCCCC3)c2)C1 (configuration not stated)	-10%	1%	-0.1	-7%	11	19%	5%	-4%	3%
COc1ccc(OC)c(NC(=O)C2CCN(S(C)(=O)=O)CC2)c1	11%	-1%	-2.3	3%	·	-23%	-8%	5%	8%
COc1ccc(CN2C(=O)NC3(CCOc4ccccc43)C2=O)cc1F (configuration not stated)	8%	21%	0.6	-2%	8	-17%	0%	3%	9%
Cc1ccccc1NC(=S)NCCc1ccccn1	-10%	9%	-2.1	-2%	·	13%	-9%	4%	8%
COc1ccc2oc(C(=O)OCC(=O)Nc3ccccc3OC)c(C)c2c1	-7%	-3%	0.7	-4%	-10	4%	-15%	4%	-12%
Cc1[nH]c(C)c(S(=O)(=O)Nc2ccc(F)cc2Cl)c1C(=O)N1CCCC1	9%	9%	-0.8	-10%	0	1%	-3%	3%	11%
NC(=O)C1Cc2ccccc2CN1C(=O)c1cc(C2CC2)nn1-c1ccccc1 (configuration not stated)	-2%	2%	0.4	4%	8	21%	-6%	0%	9%
Cc1cccc(-c2cc(=O)c(C(=O)O)cn2-c2ccc(F)cc2F)c1	-11%	6%	-0.1	-17%	2	6%	-9%	-4%	-16%
Cc1cc(C)nc(NC2=NCC(=O)N2c2ccccc2)n1	2%	8%	2.0	4%	-4	13%	0%	1%	-3%
Cc1c(C(=O)N2CCCC2)sc(NC(=O)c2ccc(Cl)cc2)c1C#N	-6%	8%	0.9	-4%	-6	-14%	-14%	-5%	7%
C/C(=N/NC(=O)c1ccc(C)s1)c1ccncc1	18%	-8%	-1.3	-10%	1	10%	7%	-4%	13%
CCCCOc1ccc(N(CC(=O)NC2CCCC2)C(=O)CCC(=O)Nc2ccccn2)cc1	-2%	-36%[inhibitor]	-1.1	-28%	-2	-8%	10%	-4%	-4%
COc1ccc(Cc2nnc(NC(=O)c3cccs3)s2)cc1OC	7%	-8%	-0.2	3%	-4	1%	-6%	5%	0%
COc1cc(OC)c(OC)cc1/C=N/Nc1ncnc2c1[nH]c1ccc(C)cc12	-5%	-12%	-2.5	-4%	-10	-8%	-16%	-5%	8%
COc1ccc(OC)c(NC(=O)CCN2CCN(Cc3ccccc3)CC2)c1	-6%	10%	-2.2	-3%	·	28%	2%	5%	-3%
Cc1ccccc1C(=O)Nc1c(C(=O)N2CCN(C)CC2)cnn1-c1ccccc1	7%	10%	-0.8	-9%	1	5%	-24%	3%	-1%
O=C(N=C1SC2CS(=O)(=O)CC2N1c1ccc(Br)cc1Cl)C1CC1 (configuration not stated)	6%	5%	-3.3	-2%	0	9%	12%	10%	0%
O=C(O)CC(CC(=O)Nc1ccc(C(=O)O)cc1)c1ccccc1 (configuration not stated)	13%	-16%	-2.5	2%	-8	1%	6%	1%	-6%
CS(=O)(=O)c1ccc2nnn(OCC(=O)Nc3ccc(Br)cc3Br)c2c1	5%	1%	-1.0	2%	7	-3%	-5%	-1%	-13%
COc1ccc(/C=N/NC(=O)CN(C)C(=O)OCc2ccccc2)cc1OC	-21%	-3%	-0.3	-11%	-9	14%	-9%	-3%	-9%
COc1ccc(/C=C(/NC(=O)c2ccc(Br)cc2)C(=O)N2CCOCC2)cc1	-2%	3%	-0.3	7%	4	1%	-2%	1%	1%
COc1ccc(S(=O)(=O)Nc2ccccc2C(=O)OC2CCCN(C)C2)cc1OC (configuration not stated)	-14%	14%	0.3	-9%	8	11%	6%	-7%	15%
COc1ccccc1CNC(=O)COC(=O)c1ccc(NC(N)=O)cc1	-4%	16%	-0.6	-2%	-6	-3%	-1%	0%	-2%
CNc1ccc(Br)cc(C(=O)/C=C/c2cc(OC)ccc2OC)c1=O	?	9%	-0.4	-28%	-28	?	-9%[11.6 µM]	14%	0%
CC12CC(NC(=O)N1CCc1ccccc1)c1ccccc1O2 (configuration not stated)	-4%	24%	-2.2	-2%	?	5%	-4%	·	0%
CN(C=O)c1ccc(CSc2ccccc2)cc1	-10%	15%	-0.7	-9%	0	2%	1%	2%	1%
Fc1ccc2nc(Nc3nc4c(s3)CCCC4)sc2c1	-12%	5%	-0.8	-1%	7	14%	-11%	-10%	0%
O=C1NC2c3c(Cl)sc(Cl)c3C(=O)C2O1 (configuration not stated)	-7%	4%	-0.7	15µM*	?	·	2.4µM*	0%	-1%
COc1cccc(=O)c2c(C)oc(C)c12	-6%	11%	0.2	?	1	1%	-9%	13%	27%
COc1ccc(NC(=O)Cn2c(=O)oc3cc(S(=O)(=O)N4CCCC4)ccc32)c(OC)c1	-4%	1%	0.6	-6%	0	-9%	-4%	0%	9%
O=C(CN(Cc1ccco1)C(=O)c1ccc(F)cc1)Nc1ccccc1Br	-4%	-6%	2.2	-5%	5	20%	-12%	4%	11%
O=C(CCN1C(=O)c2ccccc2S1(=O)=O)N1CCN(c2ccc(F)cc2)CC1	-24%	9%	-2.0	-2%	-1	-4%	-3%	5%	7%
Cc1ccnc(NC(=O)CCNC(=O)c2ccccc2Cl)c1	-3%	3%	-2.3	-7%	-1	-8%	-5%	0%	-4%
COc1cc(-c2nc(CCNC(=O)c3ccco3)cs2)cc(OC)c1OC	-13%	7%	-1.1	-17%	-1	14%	-2%	-3%	8%
COc1ccc(C(c2c(NC(=O)c3ccccc3)sc(C)c2C)N2CCN(CCO)CC2)cc1 (configuration not stated)	4%	15%	-0.1	-1%	1	-7%	-9%	-11%	1%

An excerpt of the results above, for reference:
molecule	EPAC1 antagonist	Abeta rescue	IL-2 act	PLK1 PBD block	PI5P4Ka inh	FUS suppressor	WRN helicase inh	aSyn yeast inh	EPAC1 agonist
Cc1ccnc(NC(=O)CCNC(=O)c2ccccc2Cl)c1	-3%	3%	-2.3	-7%	-1	-8%	-5%	0%	-4%
COc1cc(-c2nc(CCNC(=O)c3ccco3)cs2)cc(OC)c1OC	-13%	7%	-1.1	-17%	-1	14%	-2%	-3%	8%
COc1ccc(C(c2c(NC(=O)c3ccccc3)sc(C)c2C)N2CCN(CCO)CC2)cc1 (configuration not stated)	4%	15%	-0.1	-1%	1	-7%	-9%	-11%	1%

(continued)
molecule	EPAC1 antagonist	Abeta rescue	IL-2 act	PLK1 PBD block	PI5P4Ka inh	FUS suppressor	WRN helicase inh	aSyn yeast inh	EPAC1 agonist
O=C(NCCc1ccc(Cl)cc1)c1cccc(S(=O)(=O)N2CCCC2)c1	13%	-4%	-3.0	-3%	-10	-25%	11%	-5%	10%
O=C(CSc1ncccn1)N/N=C/c1ccc2c(c1)OCO2	3%	-8%	-3.0	-12%	-2	9%	1%	-6%	-1%
O=C(c1cnc(Cl)c(Cl)c1)N1CCN(S(=O)(=O)c2cccs2)CC1	-3%	7%	-0.8	-14%	3	-22%	2%	7%	12%
O=C(COc1ccc(Br)cc1CO)Nc1ccccc1F	-25%	10%[9.22 µM]	-1.9	3%	-4	-50%	-18%	-9%	1%
COc1c(C)cc(S(=O)(=O)N2CCCC2)c(C)c1C	-7%	8%	1.0	-1%	·	11%	-7%	9%	14%
CC(C)CN1C(=O)CN(S(C)(=O)=O)CC1(C)C(=O)NCc1ccccc1 (configuration not stated)	8%	-1%	-0.3	5%	-3	4%	-3%	3%	-4%
